# TSHR antag = Antagonists of the Thyroid Stimulating Hormone Receptor: HTS campaign | Thyrotropin receptor (Homo sapiens), P16473 | TSHR-expressing cells, TSH-stimulated cAMP HTRF, 2 h; stronger effect = lower value | activity change, negative = inhibition, % at 11.5 µM | 330,000 compounds, 0.2% hits;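 active = activity change below a set negative limit, meaning inhibition stronger than a set level, cut at about -70% in these data; inconclusive = activity change between two set negative limits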; also: % is scaled to controls: 0 for no effect and ±100 for the full control effect
#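 Antagonism was scored as loss of TSH-driven cAMP in TSHR cells, stimulated with 4nM TSH (EC80) for 2 hours at 37 deg C and detected by homogeneous HTRF competition immunoassay.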
# Tb PFK block = qHTS Assay to Find Inhibitors of T. brucei phosphofructokinase; T. brucei PFK, ADP-Glo luminescence; Potency, µM (doses to about 57.5 µM), for inactives: at the top dose activity, negative = inhibition, hits mostly inhibitors; 330,000 compounds, 0.17% hits; AID 485367, 2010;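 also: potency is read from the fitted curve at half-maximal effect; 0% = uninhibited 1x PFK enzyme wells and -100% = no-enzyme wells; nearly all actives have a fitted effect of over 60% in size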
#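 PFK 1.25 nM, F6P 0.5 mM, ATP 0.1 mM, 0.1 M TEA pH 8.0, 5 mM MgCl2, 0.01% Tween20, 0.1% BSA; 45 min RT. ADP-Glo readout. qHTS titration up to 57 uM; curves fitted, compounds curve-classed.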
# FBPA coupling cs = qHTS Assay for Inhibitors of Fructose-1,6-bisphosphate Aldolase from Giardia Lamblia: Coupling assay counterscreen | activity change, negative = inhibition, % at 58.2 µM, hits read low | AID 2472, 2010 | coupling enzyme system counterscreen, AmpLite Red fluorescence | 290,000 compounds, 0.67% hits; in the data active = activity change below about -30%; also: % is scaled to controls: 0 for no effect and ±100 for the full control effect
#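 Fluorescence at 525 nm excitation and 598 nm emission measured inhibition of the coupled detection system without aldolase. Compounds (at 57.5 uM final) were preincubated 10 min at room temperature with coupling enzyme reagent before a 20 min substrate/AmpLite Red step.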
# A-T KAP1 phos = qHTS Assay for Identifying a Potential Treatment of Ataxia-Telangiectasia; […] A-T fibroblasts, KAP-1 phosphorylation AlphaLISA; neocarzinostatin DNA damage 30 min before lysis; Potency, µM (series often up to 57.5 µM), inactives show at the top dose activation, actives largely listed as activators; 320,000 compounds, 0.19% hits; AID 485349, 2010; also: potency is read from the fitted curve at half-maximal effect; % of control where 0% means no effect; nearly all actives have a fitted effect of over 45% in size
#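 ATM-like activity read as KAP-1 phosphorylation via AlphaLISA donor/acceptor antibody pairs after lysis and 6 hr at 25C. Cells were ATM-null patient fibroblasts ([…], hTERT), dosed 60 min, then exposed to the DSB inducer NCS for 30 min.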
# Giardia kill = Small Molecules that selectively kill Giardia lamblia: qHTS; Giardia lamblia trophozoite viability; activity change, % at 7.66 µM, hits read low; 340,000 compounds, 0.15% hits; in the data active = activity change below about -80%; inconclusive = between about -30% and that limit;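 also: parasites exposed to compound for two days anaerobically before the ATP read; % is scaled to controls: 0 for no effect and ±100 for the full control effect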
#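 Each well holds 100 Giardia trophozoites and compound. After two days (48 hrs) at 37 deg C in anaerobic conditions, ATP is quantified by luminescence.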
# GALK inhibitor = qHTS Assay for Inhibitors of Human Galactokinase (GALK); P51570; Purified GALK, Kinase-Glo residual ATP luminescence; Potency, µM (doses to about 57.5 µM), without a hit: at the highest dose activity change, negative = inhibition, actives largely listed as inhibitors; 270,000 compounds, 0.007% hits; also: potency is read from the fitted curve at half-maximal effect; % is scaled to controls: 0 for no effect and ±100 for the full control effect
#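 Luminescence from leftover ATP (Ultra-Glo luciferase/luciferin) served as read-out after a 1 h room-temperature reaction of 5 nM GALK with 35 uM ATP and 100 uM galactose.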
# TCR activator = Activators of T cell receptors: qHTS campaign; primary human leukocytes, anti-CD3, IL-2 HTRF, 48 h; 330,000 tested, under 10 active; Potency, µM (highest dose often 9.22 µM), for inactives: top-dose activation of IL-2 secretion, most hits filed as activators; also: % of control where 0% means no effect
#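 TCR engagement came from a-CD3 beads alone, with compounds added to primary human leukocytes for 48 hr. Secreted IL-2 bridged europium cryptate- and d2-labelled anti-IL-2 antibodies, giving FRET emission at 665nm after 320nm excitation.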
# hERG WT inh = qHTS for Inhibitors of KCHN2 3.1: Wildtype qHTS; AID 720551, 2013; U2OS, BacMam KCNH2, thallium flux FluxOr; stronger effect = lower value; activity change, % at 1.84 µM; Voltage-gated inwardly rectifying potassium channel KCNH2 (Homo sapiens), Q12809; 340,000 compounds, 0.37% hits;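 active = maximum activity change below -70%; inconclusive = maximum activity change between -70% and -50%; inactive = maximum activity change above -50%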; also: % is scaled to controls: 0 for no effect and ±100 for the full control effect
# Target sequence (Q12809 whole entry, looked up): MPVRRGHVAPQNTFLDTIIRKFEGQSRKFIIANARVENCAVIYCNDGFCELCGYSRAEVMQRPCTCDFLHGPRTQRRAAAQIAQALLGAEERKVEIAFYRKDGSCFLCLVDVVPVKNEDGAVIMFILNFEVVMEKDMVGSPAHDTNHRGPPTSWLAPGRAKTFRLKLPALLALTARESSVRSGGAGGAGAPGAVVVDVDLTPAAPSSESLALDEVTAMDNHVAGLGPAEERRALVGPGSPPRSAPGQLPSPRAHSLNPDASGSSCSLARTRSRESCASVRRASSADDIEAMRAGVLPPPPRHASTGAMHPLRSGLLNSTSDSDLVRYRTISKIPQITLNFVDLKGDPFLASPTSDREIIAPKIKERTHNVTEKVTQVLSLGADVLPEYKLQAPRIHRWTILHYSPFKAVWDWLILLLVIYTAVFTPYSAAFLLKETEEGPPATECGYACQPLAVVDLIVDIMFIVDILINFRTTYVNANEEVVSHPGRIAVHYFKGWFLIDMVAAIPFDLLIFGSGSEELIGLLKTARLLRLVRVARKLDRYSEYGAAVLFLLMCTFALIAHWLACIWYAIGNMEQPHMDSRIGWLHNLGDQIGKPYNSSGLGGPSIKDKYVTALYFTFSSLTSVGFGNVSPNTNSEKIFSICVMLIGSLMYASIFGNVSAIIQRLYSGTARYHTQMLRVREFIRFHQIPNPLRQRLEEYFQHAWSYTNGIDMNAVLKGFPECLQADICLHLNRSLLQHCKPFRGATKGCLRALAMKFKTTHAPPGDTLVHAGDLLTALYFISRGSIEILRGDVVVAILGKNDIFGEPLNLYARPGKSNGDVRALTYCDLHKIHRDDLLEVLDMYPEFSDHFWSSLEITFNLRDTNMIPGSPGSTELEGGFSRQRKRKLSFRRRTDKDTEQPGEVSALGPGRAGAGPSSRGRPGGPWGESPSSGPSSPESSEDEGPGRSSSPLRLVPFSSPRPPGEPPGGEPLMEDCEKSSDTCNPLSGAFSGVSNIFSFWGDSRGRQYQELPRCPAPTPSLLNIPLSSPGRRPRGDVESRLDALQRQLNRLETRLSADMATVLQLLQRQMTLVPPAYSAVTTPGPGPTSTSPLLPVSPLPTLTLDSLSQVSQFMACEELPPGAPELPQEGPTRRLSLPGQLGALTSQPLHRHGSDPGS
#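 U2OS cells transduced with wild-type KCNH2 virus are loaded with FluxOr dye for 45 min, and thallium flux is measured in kinetic reads before and after stimulation buffer. Rate constants are normalized to DMSO controls.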
# MLL CXXC-DNA inh = qHTS Fluorescence Polarization Assay for Inhibitors of MLL CXXC domain - DNA interaction; Histone-lysine N-methyltransferase 2A (Homo sapiens), Q03164; MLL-CXXC / FITC-HOXA9 DNA fluorescence polarization; Potency, µM (series often up to 115 µM), inactives show top-dose activity change, negative = inhibition, most hits filed as inhibitors; 290,000 compounds, 0.037% hits; AID 2662, 2010; active = well fitted inhibition curve with a large enough effect in the polarisation, with a control signal flat, not every such curve was filed as active; inconclusive = small, poorly fitted or top-dose-only effect, or effect the other way, or a change in a side signal; inactive = no such curve, though single readings can be large or run the other way; the % refers to the polarisation; also: potency is read from the fitted curve at half-maximal effect
#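 Fluorescence polarization: 7 uM MLL-CXXC (stock) preincubated 5 min with compounds, then 50 nM fluorescein-HOX-A9 DNA (stock) added; 30 min ambient. Buffer 50 mM Tris-HCl pH 7.5, 50 mM NaCl, 1 mM DTT, 0.05% BSA.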
# Chronic BCR inh = qHTS Assay to Find Inhibitors of Chronic Active B-Cell Receptor Signaling; ABC-DLBCL IkBa-CBG/CBR reporter, luminescence ratio, 4 h; Potency, µM (highest dose often 46.1 µM), for inactives: top-dose ratio change, negative = lower green/red ratio, most hits filed as inhibitors; 340,000 compounds, 0.05% hits; AID 493014, 2011; active = well fitted inhibition curve with a large enough effect in the signal ratio, with a control signal flat, not every such curve was filed as active; inconclusive = small, poorly fitted or top-dose-only effect, or effect the other way, or a change in a side signal; the % refers to the signal ratio;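 also: potency is read from the fitted curve at half-maximal effect; plate controls were basal doxycycline-induced cells for no effect and cells given 10 µM MG132 for full effect; MG132 reads +100%, hits lower the ratio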
#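 Cell line TMD8 (human ABC DLBCL), stably expressing tet-inducible CBG68-IkBa fusion and CBR; IMDM/0.5% FBS; cpd up to 46 uM; dox induction, 4 h, 37C/5% CO2; dual luminescence; green/red ratio; MG132 control.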
# The depositor's hits bear a star; i = inactive; ? = inconclusive; . = no result given; [ ] = remark or other dose. Unless noted, calls follow the shape of the dose curve; as a rule, active = well fitted curve in the direction sought with a large enough effect; inconclusive = small, poorly fitted or top-dose-only effect, or another doubt; inactive = no such curve, though single readings can be large; an effect the other way counts as inactive or inconclusive.
SMILES,TSHR antag,Tb PFK block,FBPA coupling cs,A-T KAP1 phos,Giardia kill,GALK inhibitor,TCR activator,hERG WT inh,MLL CXXC-DNA inh,Chronic BCR inh
CC1CC(CC(=O)NNc2nc(-c3ccccc3)cs2)C(=O)O1 (stereo not given),-3,1%,0,-2%,24,-2%,-3%,9,14%,-1%
Cc1cccc(/C=N/NC(=O)CN2CCCCCCC2)c1,3,0%,-3,9%,2,0%,-1%[46.1 µM],7,3%,-3%
N#Cc1c(N)nc(N)nc1Nc1ccc(Br)cc1,-3,?,1,3%,2,.,7%,-3,4%,?
N#CC1=C(N)n2c(s/c(=C\c3ccco3)c2=O)=C(C#N)C1c1ccco1 (stereo not given),2,0%,-3,1%,-8,1%,0%,4,-3%,?
O=C(NCC1CCCO1)C(=O)N/N=C/c1c(F)cccc1Cl (stereo not given),-9,3%,-3,6%,-3,1%,2%,1,-4%,1%
COc1ccc(Cl)cc1NC(=O)CN(C)C(C)C(=O)NCC1CCCCC1 (stereo not given),-11,-6%,3,10%,-8,0%,1%,8,3%,-6%
Cc1cc(C)c2nc(-c3ccncc3)cc(C(=O)N3CCN(Cc4ccccc4Cl)CC3)c2c1,9,1%,-1,4%,1,-3%,6%,-3,3%,-13%
Cc1ccc(-c2c(C#N)c(N)nc3c2CCCC3)s1,1,-4%,3,-2%,1,0%,3%,4,14%,7%
C#CCSc1ncc(S(=O)(=O)c2ccccc2)c(=O)[nH]1,7,-4%,6,-2%,9,-1%,-2%,i,-1%,8%
CC(=O)CC(=O)NC(=NC1CCCCC1)Nc1nc(C)cc(C)n1,-8,1%,1,-3%,7,-1%,1%,0,1%,-5%
CC1(C(=O)N2CCC(CO)(Cc3cccc(C(F)(F)F)c3)CC2)CC1,4,-2%,1,1%,-5,-4%,2%,-2,5%,3%
CCCn1c(N)c(N2CCCCC2)c(=O)n(CC(=O)Nc2ccc(OC(F)(F)F)cc2)c1=O,0,1%,-1,0%,-3,0%,1%,12,?,-9%

# Copied from the list.
# `Cc1cccc(/C=N/NC(=O)CN2CCCCCCC2)c1` in Tb PFK block shows 0%
# `O=C(NCC1CCCO1)C(=O)N/N=C/c1c(F)cccc1Cl` (stereo not given) in FBPA coupling cs shows -3

# The list continues.
SMILES,TSHR antag,Tb PFK block,FBPA coupling cs,A-T KAP1 phos,Giardia kill,GALK inhibitor,TCR activator,hERG WT inh,MLL CXXC-DNA inh,Chronic BCR inh
Cc1cccc(-c2nc3ccccc3c(=O)n2NC(=O)/C=C/c2ccc([N+](=O)[O-])cc2)c1,104,0%,13,6%,6,2%,0%[46.1 µM],-8,1%,2%
O=C(CCN1C(=O)/C(=C/c2cccs2)SC1=S)Nc1cccc(C(=O)O)c1,0,3%,11,-2%,-26,-1%,4%,0,66%[activator],?
CCOc1ccc(NC(=O)Cc2c(O)c3ccccc3[nH]c2=O)cc1,30,6%,4,1%,-17,0%,-8%,-3,-5%,0%
COc1ccccc1CNC(=O)/C=C/c1ccc(Br)o1,-4,?,-5,0%,0,-3%,8%,-6,3%,10%
O=C(COC(=O)/C=C/c1cccc(Cl)c1)NC(=O)NCc1ccccc1,-9,-5%,.,0%,10,.,7%,-14,.,?
COc1ccc(C2C(C(=O)OCC(=O)Nc3ccc(C)cc3)CCC(=O)N2c2ccc(OC)cc2)cc1 (stereo not given),22,4%,0,-2%,-5,0%,5%,-3,11%,?
O=S(=O)(c1ccc(Cl)cc1)c1nc(-c2ccccc2F)oc1NCCCN1CCOCC1,10,-3%,.,6%,-14,-4%,-7%,17,2%,1%
Cc1ccc(S(=O)(=O)N2CCCCC2)cc1NC(=O)CSc1nnc(C2CC2)n1C,.,12%,.,6%,12,.,4%,11,.,3%
Cc1ccc(S(=O)(=O)NN2C(=O)/C(=C/c3cccn3C)SC2=S)cc1,-27,-2%,7,-1%,.,-3%,?,.,24%,?
Cn1c(Oc2ccc3c(c2)OCO3)nc2c1c(=O)n(Cc1ccccc1)c(=O)n2C,-18,3%,2,-2%,8,6%,-4%,1,4%,0%
COc1ccc(/C=C/c2c(-c3ccc(OC)cc3)sc3ccc(N4CCOCC4)cc23)cc1,3,1%,-2,11%,9,.,-1%,-1,16%,1%
N#C/C(=C\C=C\c1ccccc1)c1nc(-c2ccc(Cl)cc2)cs1,-5,-1%,3,2%,-19,8%,-2%,4,2%,3%
COC(=O)Cc1[nH]nc2c1C1(C(=O)N(Cc3ccccc3)c3ccccc31)C(C#N)=C(N)O2 (stereo not given),-10,-4%,-2,0%,0,1%,.,-2,-4%,-7%
CC(C)(C)OC(=O)N1Cc2ccccc2C[C@H]1C(=O)NCC(=O)NC1CCCCC1,8,0%,.,0%,-9,-1%,0%,-16,2%,?
COc1ccc(N2C(=O)CC(Sc3n[nH]c(-c4ccc(C)cc4)n3)C2=O)cc1 (stereo not given),7,0%,0,12%,14,4%,-3%,-10,-9%,6%
O=C(CN1CCC(n2nnc3cc(F)ccc32)CC1)NCCc1nc2ccccc2[nH]1,-2,-1%,-2,19%,8,5%,-1%,-5,-3%,1%
O=C(N/N=C/c1ccccc1OCc1ccccc1)c1cccnc1,4,0%,6,4%,1,1%,-4%[46.1 µM],2,2%,-1%
Cc1cc(OC(C)C(=O)NCCN2CCOCC2)c2c(C)c(C)c(=O)oc2c1 (stereo not given),-3,0%,1,-6%,-14,6%,-1%,-6,0%,-10%
COc1ccc(N(CC(=O)O)S(=O)(=O)c2ccc(C)cc2)cc1Cl,7,6%,18,6%,11,4%,-4%,-5,-8%,?
CN(Cc1ccccc1NC(=O)c1ccc(S(=O)(=O)N(C)C)cc1)C1CCCCC1,-4,6%,-1,5%,.,-1%,.,.,5%,6%
O=c1[nH]c(/C=C/c2ccc(OC(F)F)cc2)nc2c1cnn2-c1ccccc1,-15,5%,-3,2%,6,1%,1%,-1,-16%,?
CC(C)Oc1ccc(C(=O)N(Cc2ccco2)C2CCS(=O)(=O)C2)cc1 (stereo not given),12,0%,1,-2%,-4,1%,0%,-7,-16%,-1%
CCC(CO)NCc1ccc(OCC(O)c2ccccc2)c(OC)c1 (stereo not given),56,3%,0,28%,6,-3%,-1%,-5,6%,1%
O=C(OCC(=O)N1CCCC1)c1cc(Cl)ccc1[N+](=O)[O-],14,3%,1,-2%,-23,6%,-1%,5,-4%,-5%
Cc1ccc(C(=O)NCC(=O)Nc2ccncc2)s1,1,-2%,.,5%,2,2%,2%,-3,0%,-1%
Cc1ccc(C(=O)COC(=O)C2C3C=CC(C3)C2C(=O)OCC(=O)c2ccc(C)c(C)c2)cc1C (stereo not given),9,-11%,-1,0%,-5,3%,7%,7,-5%,?
O=C1/C(=C\c2ccc(O)cc2)SC(=S)N1c1cccnc1,-17,3%,3,3%,-5,0%,1%,5,61%[activator],-6%
COCCCNC(CC(=O)Nc1ccc(OC)cc1OC)C(=O)O (stereo not given),.,.,1,.,-7,3%,2%,8,-5%,.
Cc1nn(-c2ccccc2)c(C)c1NC(=O)COC(=O)[C@@H](NC(=O)c1ccccc1)C(C)C,3,0%,.,13%,-12,.,0%,5,.,5%
O=C(Nc1ccncc1)Nc1ccccn1,-8,4%,4,5%,1,5%,-4%,19,2%,2%
CCOC(=O)c1c(C)n(-c2ccc(C)cc2)c2ccc(O)c(CN(C)C)c12,5,1%,2,1%,5,0%,-4%,10,9%,?
O=C(O)c1ccccc1Nc1cc(Cl)c2nonc2c1[N+](=O)[O-],-12,1%,7,3%,-20,2%,0%,2,?,5%
CC(=O)NC1(C(F)(F)F)C(=O)Nc2c1c(=O)[nH]c(=O)n2-c1ccccc1 (stereo not given),-1,-23%,0,-3%,-3,-3%,4%,-2,-6%,?
Cn1c(Cc2ccc(Cl)cc2)nnc1SCC(=O)NC1CC1,-6,0%,.,2%,-5,-3%,2%,-6,7%,-4%
Nc1ccccc1-c1n[nH]c(=S)s1,-5,-5%,6,1%,-13,11%,5%,1,15%,-8%

# Source: PubChem (National Center for Advancing Translational Sciences (NCATS))
